Compound activity (PubChem BioAssay)
MazEF act – activators of E. coli MazEF toxin-antitoxin RNase | FAM/BHQ RNA-DNA oligo cleavage fluorescence, 5 h | P0AE70 | activation, % at 20 µM | AID 504720 | 350,000 compounds, 0.32% hits; in the data active = activation above about 50%
VHR inh abs – blocks human VHR1 dual specificity phosphatase; recombinant VHR phosphatase, pNPP absorbance; 290,000 compounds, 0.52% hits; P51452; inhibition, % at 13.3 µM; AID 1654; in the data active = inhibition above about 50%; note: some compounds called inactive have numbers as strong as hits
CCHF vOTU inh – CCHFV vOTU protease inhibition; Pep-AMC fluorescence; inhibition, % at 11.5 µM; 370,000 compounds, 0.55% hits; AID 651958; in the data active = inhibition above about 30%; note: 0% = vehicle wells with enzyme and 100% = no enzyme wells
SARS 3CLpro inh – SARS-CoV 3CLpro protease inhibition; P0C6X7; inhibition, % at 6 µM; 290,000 compounds, 0.14% hits; recombinant SARS-CoV 3CLpro, quenched FRET peptide cleavage; in the data active = inhibition above about 12%
BH1578 lux ind – inducers of Vibrio cholerae quorum light production without autoinducers. V. cholerae BH1578 lux reporter, luminescence, 6 h. activation, % at 18.7 µM. 350,000 compounds, 0.16% hits; in the data active = activation mostly above about 9.7%, no sharp cut-off; note: not every result past the cut was called active; inactives centre near 0; reference of the scale not given here
Rv3671c inh – inhibits the M. tuberculosis serine protease Rv3671c; P9WHR9; inhibition, % at 5.96 µM; 320,000 compounds, 0.048% hits; AID 2606; in the data active = inhibition above about 38%;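 note: extracellular domain of Rv3671c used as enzyme; 0% = enzyme with DMSO and 100% = no enzyme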
PriA SSB inh – K. pneumoniae PriA-SSBct interaction inhibition. AlphaScreen SSBct-PriA binding, biotinylated peptide. inhibition, % at 33 µM. 430,000 compounds, 0.6% hits; in the data active = inhibition mostly above about 37%, no sharp cut-off; inactive = mostly below about 20%;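 note: plate controls were negative control peptide for no effect and reference peptide for full effect; strong numbers were not always called active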
PrPC surface inh – inhibitors of human cell surface prion protein PrPC | P04156 | TR-FRET read-out | inhibition, % at 13.8 µM | 370,000 compounds, 0.43% hits; in the data active = inhibition above about 24%; note: 0% = median of the test wells and 100% = reference compound wells
Yp Topo-I inh – blocks Yersinia pestis topoisomerase I activity; Y. pestis Topo-I cleavage product accumulation, plate reader; activity, % at 10 µM; 360,000 compounds, 0.064% hits; in the data active = activity above about 50%, passing the limit was not always enough; note: inactives centre near 2
TcdB inh – inhibitors of Clostridioides difficile toxin B glycohydrolase; inhibition, % at 9.99 µM; TcdB glycohydrolase enzymatic assay, plate reader; 350,000 compounds, 0.24% hits; P18177; in the data active = inhibition above about 10%
Target sequence (P18177 whole entry, looked up): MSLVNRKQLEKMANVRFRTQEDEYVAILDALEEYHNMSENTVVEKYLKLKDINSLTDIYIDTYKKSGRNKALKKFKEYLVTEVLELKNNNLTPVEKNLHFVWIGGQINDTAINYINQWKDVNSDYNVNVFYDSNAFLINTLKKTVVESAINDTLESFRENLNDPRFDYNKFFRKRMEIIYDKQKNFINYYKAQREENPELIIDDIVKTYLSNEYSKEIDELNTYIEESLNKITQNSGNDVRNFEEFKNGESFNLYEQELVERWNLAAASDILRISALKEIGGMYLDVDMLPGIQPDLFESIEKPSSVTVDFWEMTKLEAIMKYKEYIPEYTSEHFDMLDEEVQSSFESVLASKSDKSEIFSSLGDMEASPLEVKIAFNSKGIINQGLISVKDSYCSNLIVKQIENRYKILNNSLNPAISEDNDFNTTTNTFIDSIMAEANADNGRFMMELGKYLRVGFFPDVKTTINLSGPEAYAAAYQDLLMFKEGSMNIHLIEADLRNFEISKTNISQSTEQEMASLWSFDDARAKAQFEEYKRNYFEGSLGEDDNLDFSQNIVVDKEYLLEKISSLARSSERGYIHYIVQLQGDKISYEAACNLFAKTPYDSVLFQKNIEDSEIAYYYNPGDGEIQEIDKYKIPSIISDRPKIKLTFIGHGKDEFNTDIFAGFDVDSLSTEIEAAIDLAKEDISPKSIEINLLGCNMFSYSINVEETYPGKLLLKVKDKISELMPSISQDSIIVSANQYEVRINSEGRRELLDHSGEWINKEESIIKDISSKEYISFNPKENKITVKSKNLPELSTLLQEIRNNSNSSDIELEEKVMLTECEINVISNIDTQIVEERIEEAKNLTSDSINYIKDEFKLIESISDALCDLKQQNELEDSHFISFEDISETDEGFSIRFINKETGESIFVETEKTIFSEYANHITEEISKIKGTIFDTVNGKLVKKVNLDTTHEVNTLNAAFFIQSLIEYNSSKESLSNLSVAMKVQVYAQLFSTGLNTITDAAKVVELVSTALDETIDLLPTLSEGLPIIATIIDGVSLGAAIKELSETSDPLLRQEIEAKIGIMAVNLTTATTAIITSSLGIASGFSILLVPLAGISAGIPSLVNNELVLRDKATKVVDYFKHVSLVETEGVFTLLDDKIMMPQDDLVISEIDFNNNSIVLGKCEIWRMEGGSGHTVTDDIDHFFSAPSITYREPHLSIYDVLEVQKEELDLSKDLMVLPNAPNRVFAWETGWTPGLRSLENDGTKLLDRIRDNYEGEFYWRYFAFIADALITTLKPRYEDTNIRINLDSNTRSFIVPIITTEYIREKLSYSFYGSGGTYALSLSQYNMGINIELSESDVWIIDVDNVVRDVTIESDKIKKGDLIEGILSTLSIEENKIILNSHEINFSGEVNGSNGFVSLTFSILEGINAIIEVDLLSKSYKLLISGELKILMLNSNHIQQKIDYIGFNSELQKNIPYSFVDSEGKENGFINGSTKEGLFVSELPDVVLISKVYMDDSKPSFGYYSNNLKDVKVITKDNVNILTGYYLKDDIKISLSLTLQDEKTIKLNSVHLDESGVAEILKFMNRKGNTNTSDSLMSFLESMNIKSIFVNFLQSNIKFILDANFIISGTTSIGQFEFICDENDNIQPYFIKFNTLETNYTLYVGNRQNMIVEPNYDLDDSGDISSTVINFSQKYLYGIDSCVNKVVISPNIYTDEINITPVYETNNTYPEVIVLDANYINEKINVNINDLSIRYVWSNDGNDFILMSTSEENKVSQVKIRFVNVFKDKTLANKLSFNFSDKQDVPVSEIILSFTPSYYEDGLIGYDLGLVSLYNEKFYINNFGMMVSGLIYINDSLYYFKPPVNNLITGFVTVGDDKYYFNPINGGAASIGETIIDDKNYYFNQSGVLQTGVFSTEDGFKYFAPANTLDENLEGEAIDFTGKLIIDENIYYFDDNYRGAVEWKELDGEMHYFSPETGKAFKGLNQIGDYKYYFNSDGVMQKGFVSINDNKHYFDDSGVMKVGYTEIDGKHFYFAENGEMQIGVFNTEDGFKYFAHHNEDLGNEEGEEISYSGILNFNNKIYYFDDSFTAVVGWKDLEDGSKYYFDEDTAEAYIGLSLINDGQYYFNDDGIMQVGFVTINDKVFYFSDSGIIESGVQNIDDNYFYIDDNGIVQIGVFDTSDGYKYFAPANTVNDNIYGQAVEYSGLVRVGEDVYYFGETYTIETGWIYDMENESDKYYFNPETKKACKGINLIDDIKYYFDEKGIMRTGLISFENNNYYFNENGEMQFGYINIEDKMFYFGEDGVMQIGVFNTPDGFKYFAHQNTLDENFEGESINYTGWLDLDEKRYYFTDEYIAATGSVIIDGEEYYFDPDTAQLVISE
An asterisk follows results filed as active; i = inactive; nt = no result given; & = joins results of further samples. These rows are one share of the data. The share of hits here may be higher or lower than overall.

Order of results – MazEF act, VHR inh abs, CCHF vOTU inh, SARS 3CLpro inh, BH1578 lux ind, Rv3671c inh, PriA SSB inh, PrPC surface inh, Yp Topo-I inh, TcdB inh
1) COc1ccc(CNc2ncnc3sccc23)cc1OC
    31, 16, 9, -8, i, -2, -14, 6, -10, 2.2
2) COc1cc(-c2ccccc2)nc2ccccc12
    1, 4, 2, -5, 6.2, -15, -28, 0, 1, nt
3) O=C(N/N=C/c1cccc([N+](=O)[O-])c1)c1nc2ccccc2c(=O)[nH]1
    -1, 13, -4, 3, -0.8, 9, nt, -5, 5, 0.3
4) Cc1nn(-c2nc3ccccc3s2)c(N)c1Sc1ccc(F)cc1
    -6, 4, -8, -2, i, 2, -15, 0, 2, nt
5) COc1ccc(Cc2nnc(SCC(=O)NC3CCCC3)o2)cc1
    1, -5, 10, 2, 6.2, 6, -2, 2, 7, nt
6) O=C(Cn1sc2ccccc2c1=O)N1CCN(C(=O)c2ccco2)CC1
    0, 18, -2, -2, -0.4, 2, 1, 10, 5, -5.4
7) CC1CCC(NC(=O)C2COc3ccccc3O2)CC1 (stereo not given)
    3, nt, 5, nt, i, -9, 2, -1, 13, 1.5
8) O=C(CCN1C(=O)C2C3C=CC(C3)C2C1=O)N1CCN(c2ccccn2)CC1 (stereo not given)
    1, 26, -9, -2, 0.9, 0, -6, 2, 6, nt
9) C/C(=N/NC(=S)Nc1cccc(C)c1)c1cccc([N+](=O)[O-])c1
    2, -15, -11, 5, -0.3, 11, nt, -5, 8, 0.4
10) Cc1ccc(S(=O)(=O)NCCC(=O)NCc2ccc(Cl)cc2)cc1C
    6, nt, 9, nt, 0.0, -9, -5, 5, 20, 2.3
11) CC(=O)Nc1ccc(S(=O)(=O)N(C)c2ccc(OCCOc3ccccc3F)cc2)cc1
    -22, nt, 2, nt, -0.7, -42, 4, 2, 0, 0.5
12) O=C(NNC(=O)C1CC2CCC1C2)c1ccccc1 (stereo not given)
    30, 24, -3, -1, 0.3, -2, 0, -3, 0, nt
13) Nc1[nH]nc2nc(N3CCCC3)nc(-c3ccccc3)c12
    -2, 8, 2, -1, 3.1, 1, 0, -3, 4, nt
14) COc1ccc(NC(=O)c2c(C)cc(=O)oc2C)c(OC)c1
    -5, -2, 0, 0, nt, 3, -16, 3, 5, 1.1
15) CCn1c(SCC(=O)N(C)c2c(N)n(Cc3ccccc3)c(=O)[nH]c2=O)nc2ccccc21
    -1, 21, -6, 8, -0.4, 5, 5, -4, 8, 1.2
16) O=[N+]([O-])c1cc([N+](=O)[O-])c(Oc2cccc3ccccc23)cc1NN1CCCCC1
    1, nt, -6, nt, -0.6, nt, -9, 8, -3, 1.3
17) Cc1cc(C)cc(NC(=O)c2oc3ccccc3c2COc2ccccc2)c1
    4, -2, 2, -1, 0.0, -29, -24, -6, -7, nt
18) COc1ccc(-c2cc(C(=O)N(C)CCc3ccc(OC)c(OC)c3)c3ccccc3n2)cc1
    6, 14, -7, 0, -7.7, nt, -9, -10, 6, -1.5
19) C[C@@H]1CN([C@H](C)CO)C(=O)CCCn2nncc2CO[C@@H]1CN(C)C(=O)Nc1ccc(N2CCCCC2)cc1
    -3, nt, -12, nt, i, nt, nt, 0, 14, -7.8&-6.4&-6.1
20) COc1ccc(/C=C2/SC(=S)N(CCCC(=O)Nc3ccc(O)cc3)C2=O)cc1OC
    -77, 1, 8, -12, -1.1, -3, 6, 5, 11, 2.1

New compounds follow
Order of results – MazEF act, VHR inh abs, CCHF vOTU inh, SARS 3CLpro inh, BH1578 lux ind, Rv3671c inh, PriA SSB inh, PrPC surface inh, Yp Topo-I inh, TcdB inh
21) CCC(CC)C(=O)Nc1cccc(C(=O)Nc2nnc(C)s2)c1
    0, -2, 16, -1, -0.4, -8, 3, -1, 4, -0.5
22) COc1ccc(NC(=O)CN(C)C(=O)C2(c3ccccc3)CCCC2)cc1
    8, nt, 7, nt, i, 2, -1, 20, 12, 0.8
23) O=S(=O)(c1cccc2nonc12)N1CCCCC1
    1, 6, 5, -2, -0.2, -6, -1, -28, 6, 1.8
24) C[C@H](CO)N1C[C@H](C)[C@H](CN(C)Cc2ccncc2)Oc2ccc(NC(=O)Nc3ccc(C(F)(F)F)cc3)cc2CC1=O
    1, nt, 18, nt, i, -46, -5, 1, -4, 0.8
25) COc1ccc(NC(=O)C2=CC(c3ccco3)=NS(=O)(=O)N2C)cc1OC
    6, 21, 17, 1, -0.2, -3, 5, -30, 0, 1.1
26) Cc1ccc(Cl)cc1N1CCN(C(=O)Cc2c(C(=O)O)[nH]c3ccc(Cl)cc23)CC1
    -10, 17, 20, 4, -0.8, 1, 1, -3, -3, -0.3
27) O=C(NCCCN1CCCC1=O)Nc1ccc(Br)cc1Cl
    4, 37, 9, -1, i, 3, -11, -1, -12, 0.3
28) CCn1c(=S)[nH]c2sc3c(c2c1=O)CCCCC3
    11, 2, 3, 3, -0.2, 3, 1, -4, -4, nt
29) COC(=O)c1cccc(NC(=O)NC(=O)c2ccc(Cl)cc2)c1
    -23, -11, -5, 1, -0.4, 0, -10, -3, 0, 0.1
30) COC(=O)c1ccc(C2NCCc3cc(OC)c(OC)cc32)cc1 (stereo not given)
    0, 15, 10, 2, -0.9, -3, -9, -10, 2, 0.5
31) Cc1cccc(C(C)C)c1NC(=O)COC(=O)CCN1C(=O)C2CC=CCC2C1=O (stereo not given)
    1, 6, -8, -7, -14, -5, -2, -5, -11, 0.4
32) COc1ccc(C2=C(C=O)Cc3ccccc3O2)cc1
    0, nt, 14, nt, -0.3, -6, -8, 3, 19, 1.0
33) CCC(=O)Nc1cccc(C2=NN(c3ccccc3)C(c3ccc(OC)cc3)C2)c1 (stereo not given)
    -9, -15, -7, -2, i, 5, -7, 2, 3, -2.5
34) CCOC(=O)CN1C(=O)C(CC)Oc2ccccc21 (stereo not given)
    1, 3, 2, -3, -0.2, 2, -13, 1, -6, -2.3
35) CC1(C)CC(=O)C2=C(C1)OC(N)=C(C#N)C2c1ccoc1 (stereo not given)
    -9, 12, 1, 4, -0.3, 4, -5, -8, 0, 3.6
36) CC(=O)c1ccc(NC(=O)COC(=O)CCN2C(=O)c3cccc([N+](=O)[O-])c3C2=O)cc1
    -3, 8, -2, -3, i, -2, -6, -5, -2, -0.2
37) C=CCNc1cnn(-c2ccc(C)cc2)c(=O)c1Cl
    14, 23, 0, -1, i, 2, -12, -4, -6, nt
38) CCCN(CCO)Cc1ccc(Br)cc1
    -2, 23, -11, -3, i, 0, -7, -8, -2, nt
39) CCOC(=O)N1CCC(N2CCN(S(=O)(=O)c3ccc(OC)cc3)CC2)CC1
    -7, 17, 0, -1, -0.4, 8, -5, -2, -9, 0.5
40) CC1(C)Cc2c(sc(NC(=O)Nc3ccccc3)c2C(N)=O)CO1
    3, 12, 1, -1, i, -2, 0, 3, -8, 1.2

Further structures follow.
Order of results – MazEF act, VHR inh abs, CCHF vOTU inh, SARS 3CLpro inh, BH1578 lux ind, Rv3671c inh, PriA SSB inh, PrPC surface inh, Yp Topo-I inh, TcdB inh
41) CC(C)C[C@H](NC(=O)N1CC(=O)Nc2ccccc21)C(=O)N[C@H](Cc1c[nH]c2ccccc12)C(=O)O
    -4, 9, -3, 3, -0.4, 3, -5, 3, -7, 0.6
42) O=C(Nc1nnc([C@@H]2C[C@H](O)[C@@H](CO)O2)s1)Nc1ccc(F)cc1F
    nt, nt, -7, nt, -1.3, nt, nt, 8, -1, -4.7
43) N#CCSCC(=O)Nc1ccc(F)cc1
    10, 4, 6, -3, i, 9, -4, 7, 2, nt
44) S=C(NCCC1=CCCCC1)Nc1ccccc1
    -1, -16, 11, 3, nt, 6, -4, 10, 17, nt
45) CC1(C(=O)NS(=O)(=O)C2CC2)CCN(C(=O)c2cc3ccccc3s2)C1 (stereo not given)
    nt, nt, 0, nt, i, nt, nt, -3, 0, 0.5
46) O=C(Nc1cccc(S(=O)(=O)NC2=NCCC2)c1)C1CCCCC1
    5, 21, 8, 0, i, -1, 3, -2, -5, 0.7
47) NC(=S)Nc1cccc(-c2n[nH]c(=S)o2)c1
    2, -24, -10, -4, -0.1, 2, -8, 9, -4, 0.6
48) Cc1cccc(C)c1-n1c(C)cc(/C=C2\C(=O)NN(c3ccccc3)C2=O)c1C
    0, 25, 1, 4, i, 3, 10, -7, 8, nt
49) Cn1c(NCc2ccccc2F)nc2cc(-c3cccc(Cl)c3)sc2c1=O
    nt, nt, -2, nt, -0.7, nt, nt, 0, 7, 0.4
50) C/C(=N\OCc1ccc(C#N)cc1)c1ccc(S(=O)(=O)N(C)C)cc1
    0, -25, -2, 5, i, 0, nt, 12, 44, 0.0
51) CC1(C2(O)CCCCC2)NCCc2ccccc21 (stereo not given)
    1, nt, -12, nt, -1.4, nt, -31, 6, 3, 1.6
52) COc1cccc(NC(=O)CSc2nnc(-c3ccoc3C)n2C)c1
    9, 20, -4, -2, -0.4, -3, -9, 0, 3, 0.8
53) Cc1ccc(NC(=O)OCc2ccccc2S(C)=O)cc1 (stereo not given)
    2, 6, 28, 0, 0.6, 1, -10, 0, 12, 0.2
54) CCN(CC)CCCOc1ccc(C)cc1Br
    2, 3, 8, -6, i, 14, -12, -8, -5, nt
55) CCc1noc(C)c1C(=O)Nc1nc(-c2ccc(OC)c(OC)c2)cs1
    2, nt, 3, nt, i, -2, 5, 2, 7, 2.2
56) COc1cc(C(=O)O/N=C2/C=C(C)C(=O)C=C2C)cc(OC)c1OC
    24, 4, 5, 1, 1.4, 18, nt, -8, -12, 0.3
57) Cc1cc(NC(=O)c2cnn3cccnc23)nn1CC(=O)Nc1cccnc1
    1, -4, 2, 0, -0.2, -2, -13, 3, -2, -1.4
58) Cc1cc2c(OCC(O)CNCc3ccco3)cccc2[nH]1 (stereo not given)
    -18, 20, 5, -2, -0.7, -4, 4, -1, -3, 1.3
59) COc1ccc(OC)c(S(=O)(=O)N2CCN(c3ccccc3OC)CC2)c1
    -3, 48, 14, 0, i, -7, 5, 0, 4, -0.2
60) N#C/C(=C/c1ccc(CNC(=O)C(=O)Nc2cc(Cl)cc(Cl)c2)o1)C(=O)NCc1cccnc1
    -11, 2, -13, -3, -0.2, -22, -26, 2, 3, 0.8

Continuation.
Order of results – MazEF act, VHR inh abs, CCHF vOTU inh, SARS 3CLpro inh, BH1578 lux ind, Rv3671c inh, PriA SSB inh, PrPC surface inh, Yp Topo-I inh, TcdB inh
61) Cc1ccc([C@H]2C[C@H](n3cc(-c4ccc(F)cc4)nn3)[C@@H](O)CN2CC2CCCCC2)cc1
    5, nt, -2, nt, -0.6, nt, nt, -5, 19, 0.9
62) CN=C(C)/C(C(=O)OC)=C(/O)c1ccc(Cl)cc1Cl
    -2, 12, 1, -3, -0.4, 2, nt, 3, 3, 1.5
63) COc1cc(CO)ccc1Oc1nnnn1-c1ccc(C(N)=O)cc1
    11, 21, 7, 3, -0.2, -1, -12, 4, 4, 1.9
64) COCCNC(=O)c1ccc(CN2CCOCC2)cc1
    6, 31, 16, 1, 0.0, -1, -9, -4, -2, nt
65) O=C(NC1CCCCC1)Oc1cc2oc(=O)sc2cc1Cl
    6, 8, 7, -8, i, -62, -8, -7, 7, -2.6
66) O=c1[nH]c(CSc2nc3ccccc3s2)nc2ccccc12
    17, 7, 2, 3, i, -8, -12, -10, 6, 1.7
